# Assay outcomes (PubChem)
# USP1 inh = USP1/UAF1 (human) deubiquitinase inhibition | actives 0.23% (n = 390,000) | AID 743255 | Potency, µM (titrated, usually from 57.1 µM), inactives show at the top dose activity change, negative = inhibition, usual class: inhibitors | O94782 | recombinant USP1/UAF1, Ub-Rhodamine cleavage fluorescence; also: potency is read from the fitted curve at half-maximal effect; % is scaled to controls: 0 for no effect and ±100 for the full control effect; nearly all actives have a fitted effect of over 60% in size; inactives centre near -12
# Target sequence (O94782 whole entry, looked up): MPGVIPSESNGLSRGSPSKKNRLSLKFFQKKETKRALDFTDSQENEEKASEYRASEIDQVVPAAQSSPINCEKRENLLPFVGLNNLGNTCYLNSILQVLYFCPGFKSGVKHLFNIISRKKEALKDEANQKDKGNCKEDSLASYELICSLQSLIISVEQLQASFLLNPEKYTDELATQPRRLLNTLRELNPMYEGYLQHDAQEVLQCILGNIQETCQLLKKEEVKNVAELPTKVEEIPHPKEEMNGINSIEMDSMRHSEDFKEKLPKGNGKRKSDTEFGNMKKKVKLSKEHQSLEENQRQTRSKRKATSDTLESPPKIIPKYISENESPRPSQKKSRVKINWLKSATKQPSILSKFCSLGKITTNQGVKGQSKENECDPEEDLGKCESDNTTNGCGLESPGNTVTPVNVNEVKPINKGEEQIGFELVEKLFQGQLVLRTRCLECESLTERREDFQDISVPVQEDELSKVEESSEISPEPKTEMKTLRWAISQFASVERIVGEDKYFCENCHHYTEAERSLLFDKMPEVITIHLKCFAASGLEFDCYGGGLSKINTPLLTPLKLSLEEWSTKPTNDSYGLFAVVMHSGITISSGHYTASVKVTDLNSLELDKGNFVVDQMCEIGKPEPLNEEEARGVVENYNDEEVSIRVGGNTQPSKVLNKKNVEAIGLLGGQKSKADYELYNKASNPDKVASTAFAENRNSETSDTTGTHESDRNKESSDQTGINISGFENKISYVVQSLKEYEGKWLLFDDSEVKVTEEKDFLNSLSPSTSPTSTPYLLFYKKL
#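 In this screen, compounds sit with the deubiquitinase complex (1nM) for 15 min at room temperature before Ub-Rho is added at 150nM final. Fluorescence rise is then followed for 6 reads every 60 seconds.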
# TrxR1 substrate = rat thioredoxin reductase 1 substrate activity. O89049. purified TrxR1 substrate turnover, NADPH consumption readout. Potency, µM (top dose mostly 114 µM), for the others: top-dose activity change, negative = substrate turnover. actives 0.01% (n = 390,000); also: potency is read from the fitted curve at half-maximal effect; % is scaled to controls: 0 for no effect and ±100 for the full control effect; nearly all actives have a fitted effect of over 50% in size
#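 Rat TrxR1, dispensed at 90 nM, was prereduced with 400 uM NADPH (final) for 5 min at ~22 deg C, then incubated with compound 15 min before 400 uM selenite. A first-read NADPH fluorescence drop versus no-compound background flagged substrates.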
# Vif-APOBEC3G blk = inhibitors of Vif-APOBEC3G interaction | Q9HC16 | HeLa A3G-eYFP + Vif (tagged APOBEC3G with the HIV-1 protein that degrades it), YFP fluorescence, overnight | Potency, µM (highest dose often 46.1 µM), for the others: top-dose activity, negative = active, hits mostly inhibitors | actives 0.076% (n = 410,000) | AID 602310;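 also: potency is read from the fitted curve at half-maximal effect; % is scaled to controls: 0 for no effect and ±100 for the full control effect; nearly all actives have a fitted effect of over 60% in size; hits raise eYFP signal because A3G escapes Vif-driven loss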
#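 HeLa cells stably expressing Vif and C-terminally eYFP-tagged A3G, seeded overnight at 37 deg C, then exposed to compound by pintool overnight at 37 deg C. Rise in yellow fluorescence (Ex 488/Em 500-530, Acumen) marks blocked Vif-driven A3G degradation.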
# LDHA block = inhibitors of human lactate dehydrogenase A | activity change, % (values are at about 110 or 230 µM) | P00338 | AID 1347041 | purified LDHA, NADH/diaphorase-resazurin fluorescence; stronger effect = lower value | actives 0.15% (n = 480,000); in the data active = activity change below about -30%; inconclusive = mostly about -25% to -30%;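 also: plate controls were DMSO wells for no effect and wells without enzyme for full effect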
#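 LDH5 2 nM; NADH 0.06 mM, pyruvate 0.2 mM; 200 mM Tris pH 7.4, EDTA, Tween-20; 5 min RT. Detection: diaphorase 0.133 mg/mL + resazurin 37 µM, fluorescence ex540/em590 at 0 and 20 min; normalized to enzyme-free and DMSO wells.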
# PI4K2A block = inhibitors of human PI4K2A; Q9BTU6; purified PI4K2A, ADP-Glo luminescence, 1 h; stronger effect = lower value; activity change, negative = inhibition, % at 76.9 µM; actives 0.13% (n = 420,000); AID 1346378; in the data active = activity change below about -50%; inconclusive = mostly about -30% to -49%;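 also: -100% = wells without enzyme as full effect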
#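 ADP-Glo luminescence measured ADP generated by PI4K2A enzyme (4 ug/mL before mixing) with 1.2 mM PI substrate (pre-mix) and 300 microM ATP (pre-mix). Tris pH7.5 buffer with MgCl2, Triton X-100; 1 h reaction at ambient temperature.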
# Vif-A3F inh = blocks the Vif interaction with APOBEC3F | HeLa A3F-eYFP + Vif (tagged APOBEC3F with the HIV-1 protein that degrades it), YFP fluorescence increase | Potency, µM (highest dose often 46.1 µM), for the others: at the top dose activity, negative = active | actives 0.2% (n = 390,000) | AID 602313; also: potency is read from the fitted curve at half-maximal effect; % of control where 0% means no effect; nearly all actives have a fitted effect of over 65% in size
#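 Fluorescence increase (Ex 488/Em 500-530) after overnight compound treatment at 37 deg C flags inhibition of Vif-driven A3F-eYFP loss in stable HeLa A3F-eYFP/Vif cells seeded overnight beforehand.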
# RXFP1 ag = activates the human relaxin receptor RXFP1; Potency, µM (series often up to 57.5 µM), inactives show top-dose activation, usual class: activators; actives 0.3% (n = 370,000); HEK293T-RXFP1 cAMP TR-FRET, 30 min; response scale: percent of porcine relaxin response, buffer zero; AID 2676; Q9HBX9; also: potency is read from the fitted curve at half-maximal effect; % is scaled to controls: 0 for no effect and ±100 for the full control effect; nearly all actives have a fitted effect of over 60% in size; many of its hits are not listed in these tables
#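 HEK293T cells stably expressing RXFP1 were pretreated with the PDE4 inhibitor Ro 20174, exposed to compounds for 30 min at 37C, lysed, and cAMP was read by TR-FRET. Data normalized to buffer (basal) and 29 nM porcine relaxin (100%).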
# mIDH1 inhibitor = blocks human mutant IDH1 R132H enzyme; O75874; IDH1-R132H enzyme, NADPH consumption, diaphorase/resazurin fluorescence; Potency, µM (highest dose often 76.6 µM), without a hit: top-dose activity change, negative = inhibition, actives largely listed as inhibitors; actives 0.093% (n = 390,000); AID 602179; also: potency is read from the fitted curve at half-maximal effect; % is scaled to controls: 0 for no effect and ±100 for the full control effect; nearly all actives have a fitted effect of over 65% in size
#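 IDH1-R132H (0.5 ug/mL dispensed) in pH 7.5 Tris buffer was preincubated 30 min with compound, then given a substrate mix of 0.016 mM NADPH and 2 mM alpha-KG for 80 min at room temperature; remaining NADPH was read by diaphorase/resazurin fluorescence.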
# Glioma ERSR ind = inducers of ER stress response in human glioma cells. U87-MG GRP78 promoter luciferase reporter, 16 h. Potency, µM, for inactives: at the top dose activation, actives largely listed as activators. actives 0.02% (n = 420,000). AID 602332; also: potency is read from the fitted curve at half-maximal effect; series mostly up to about 76 µM; % of control where 0% means no effect; nearly all actives have a fitted effect of over 35% in size
#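 ERSR induction read as luciferase luminescence (Bright-Glo, 10 min at room temperature) in stably transfected human U87-MG glioma cells exposed to compounds for 16 h, using GRP78 as sensor.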
# The depositor's hits bear a star; u = inconclusive; x = no result given; & = joins results of further samples; [ ] = remark or other dose. Unless noted, calls follow the shape of the dose curve; as a rule, active = well fitted curve in the direction sought with a large enough effect; inconclusive = small, poorly fitted or top-dose-only effect, or another doubt; inactive = no such curve, though single readings can be large; an effect the other way counts as inactive or inconclusive. These rows are one share of the data; rates above refer to the full screens.
SMILES,USP1 inh,TrxR1 substrate,Vif-APOBEC3G blk,LDHA block,PI4K2A block,Vif-A3F inh,RXFP1 ag,mIDH1 inhibitor,Glioma ERSR ind
COCC(=O)N1CCC(Oc2ccc(C(=O)N(C)C(C)c3ccon3)cc2)CC1 (configuration not stated),1%,-8%,1%,-1,-3,-5%,-1.4%,3%,2%
CCOC(=O)/C(=N\Nc1ncnc2ccccc12)c1ccc(C)cc1,-11%,-18%,0%,6,-4,0%,0.5%,3%,-11%
N#Cc1c(NC(=O)Cn2cnc3ccccc3c2=O)oc(-c2ccccc2)c1-c1ccccc1,-12%,9%[57.1 µM],-4%,-1,3,5%,0.8%,4%,1%
O=C(OCC(=O)N1CCCCC1)c1cccs1,-15%,3%,2%,-14,-3,-8%,x,5%,-6%
CNC(=O)c1nnn(Cc2ccccc2)c1NC(=O)C(F)(F)F,-2%,6%,2%,-4,5,x,-0.6%,8%,3%
CCN1C(=O)[C@H]2[C@@H](c3ccc(Cl)cc3)N3C(=O)CN(CC4CC4)C(=O)[C@@]3(C)[C@H]2C1=O,-33%,3%,-6%,-4,-6,-4%,-3.4%,-18%,-5%
CC(C)(C)OC(=O)N1Cc2cc3ccccc3nc2C1CO (configuration not stated),-13%,5%,1%,0,-5,-17%,3.0%,17%,-4%
CC(C)c1ccc(C(=O)Nc2nnc(S(=O)(=O)N3CCCCC3)s2)cc1,-23%,3%,4%,-2,-1,1%,3.7%,-9%,-2%
CC(C)(O)c1[nH]c2cc(F)ccc2c1C(C)(C)O,-16%,0%,-1%,1,2,6%,0.8%,-3%,-4%
CCOC(=O)C1=CCN(S(=O)(=O)c2ccccc2Br)C1c1cccc(Cl)c1 (configuration not stated),x,x,-14%,-6,2,x,x,x,-3%
O=C(CCC1CCCN(C(=O)c2ccsc2)C1)N1CCN(c2ccccn2)CC1 (configuration not stated),-12%,7%,4%,-2,3,-3%,5.1%,-2%,2%
CCc1c(C(=O)O)[nH]c2ccc(Br)cc12,-14%,-6%,-7%,1,-3,6%,u,-2%,4%
CCC(C)c1ccccc1N1CC(C(=O)Nc2cccc(S(=O)(=O)N3CCOCC3)c2)CC1=O (configuration not stated),-6%,-8%,1%,-3,0,-1%,2.2%,6%,-4%
Cc1nn(-c2ccccc2)c2[nH]c(C(F)(F)F)cc(=O)c12,-15%,11%,2%,-9,-1,18%,-1.9%,9%,-2%
CC(C)NC(=O)NC(=O)COC(=O)C1CCCN1C(=O)c1cccs1 (configuration not stated),11%,-6%,1%,-2,1,-12%,-0.3%,4%,1%

# Entries of single compounds, quoted from the list.
# CNC(=O)c1nnn(Cc2ccccc2)c1NC(=O)C(F)(F)F across the screens: USP1 inh: -2%; TrxR1 substrate: 6%; Vif-APOBEC3G blk: 2%; LDHA block: -4; PI4K2A block: 5; Vif-A3F inh: x; RXFP1 ag: -0.6%; mIDH1 inhibitor: 8%; Glioma ERSR ind: 3%
# CC(C)c1ccc(C(=O)Nc2nnc(S(=O)(=O)N3CCCCC3)s2)cc1 across the screens: USP1 inh: -23%; TrxR1 substrate: 3%; Vif-APOBEC3G blk: 4%; LDHA block: -2; PI4K2A block: -1; Vif-A3F inh: 1%; RXFP1 ag: 3.7%; mIDH1 inhibitor: -9%; Glioma ERSR ind: -2%

# Next part
SMILES,USP1 inh,TrxR1 substrate,Vif-APOBEC3G blk,LDHA block,PI4K2A block,Vif-A3F inh,RXFP1 ag,mIDH1 inhibitor,Glioma ERSR ind
COc1ccccc1CNc1cncnc1,-27%,29%,-2%,-10,-7,0%,-0.8%,13%,-2%
O=C(NCc1cccnc1)c1ccc(COc2cccc3ccccc23)o1,-19%,-2%,-1%,8,2,-2%,1.8%,9%,-7%
Cc1ccc(NC(=O)COc2ccc(Br)cc2CO)cc1S(=O)(=O)N1CCOCC1,-26%,0%,4%,-2,0,-2%,x,1%,-3%
COc1ccc(/C(C)=N/NC(=O)CNC(=O)C(c2ccccc2)c2ccccc2)c(OC)c1,-7%,-3%,-10%,-4,5,9%,-0.2%,-12%,-4%
Cc1ccccc1C(=O)Oc1cc(-c2ccc3c(c2)OCO3)cc(=O)c2c(C)oc(C)c12,-19%,1%,6%,3,-1,-19%,2.7%,19%,-2%
CC(C)[C@H](NC(=O)c1ccccc1F)C(=O)Nc1nc2c(s1)CCCC2,-3%,4%[57.1 µM],-2%,-8,-2,7%,0.1%,7%,5%
COc1cc(NC(=O)c2cc3c(CO)cnc(C)c3oc2=Nc2cccc(C(N)=O)c2)cc(OC)c1,-19%,-1%,-2%,-1,3,-11%,4.4%,2%,-1%
O=C(NCc1ccccc1Cl)C(=O)NCC(c1cccs1)S(=O)(=O)c1ccccc1 (configuration not stated),-17%,1%[57.1 µM],5%,0,-2,-2%,0.5%,-15%,-3%
CSCc1ccc(C(=O)OCC(=O)NC2CCCC2)o1,6%,x,-2%,-10,3,0%,x,2%,-1%
O=C(Nc1nn[nH]n1)C12CC3CC(CC(C3)C1)C2,-11%,5%[57.1 µM],-2%,-3,3,-1%,-1.8%,14%,-5%
C[C@H](CO)N1C[C@H](C)[C@@H](CN(C)C(=O)NC2CCCCC2)Oc2c(NC(=O)c3ccncc3)cccc2C1=O,-14%,-3%,3%,0,2,1%,x,9%,-6%
Cc1ccccc1CN1CCC(n2nccc2NC(=O)CCOc2ccccc2)CC1,-20%,2%,-3%,-1,3,1%,-1.2%,6%,-4%
O=C(CCN1C(=O)c2ccccc2S1(=O)=O)Nc1ccc(C(=O)O)cc1,-14%,-1%[57.1 µM],10%,-1&13,0,-2%,0.9%,0%,-5%
CCc1ccc(NC(=O)CCS(=O)(=O)c2cccc3nsnc23)cc1,-7%,7%[57.1 µM],-1%,-4,-2,1%,-0.5%,-4%,-5%
O=C(CCc1nnc(-c2ccccc2)o1)NCc1c(F)cccc1F,-20%,2%,-8%,0,9,13%,0.4%,-10%,5%

# Reformatted with values under each structure: part of the list above.
# Each structure is followed by: USP1 inh | TrxR1 substrate | Vif-APOBEC3G blk | LDHA block | PI4K2A block | Vif-A3F inh | RXFP1 ag | mIDH1 inhibitor | Glioma ERSR ind
CNC(=O)c1nnn(Cc2ccccc2)c1NC(=O)C(F)(F)F
 : -2% | 6% | 2% | -4 | 5 | x | -0.6% | 8% | 3%
COc1cc(NC(=O)c2cc3c(CO)cnc(C)c3oc2=Nc2cccc(C(N)=O)c2)cc(OC)c1
 : -19% | -1% | -2% | -1 | 3 | -11% | 4.4% | 2% | -1%
Cc1ccc(NC(=O)COc2ccc(Br)cc2CO)cc1S(=O)(=O)N1CCOCC1
 : -26% | 0% | 4% | -2 | 0 | -2% | x | 1% | -3%

# The list goes on:
SMILES,USP1 inh,TrxR1 substrate,Vif-APOBEC3G blk,LDHA block,PI4K2A block,Vif-A3F inh,RXFP1 ag,mIDH1 inhibitor,Glioma ERSR ind
Cc1cccc2c1N(CC(=O)OC(C)C)C(=O)C2=O,-11%,1%,0%,10,8,-4%,-1.5%,0%,-3%
COc1ccccc1N1CCN(C(=O)Cn2c(=O)n3nc(-c4ccc(C)cc4)nc3c3ccccc32)CC1,-16%,-3%[57.1 µM],2%,1,4,0%,-0.2%,12%,-4%
Cc1ccc(Cl)cc1N1CCN(C(=O)Cn2ncc3c([nH]c4ccccc43)c2=O)CC1,-19%,5%,-1%,-13,-7,2%,19%,-1%,-5%
CCOC(=O)C1CCC(CN(Cc2ccccc2C)S(=O)(=O)c2ccc([N+](=O)[O-])cc2)CC1 (configuration not stated),-18%,-4%,0%,-9,2,5%,1.1%,2%,-2%
CN(C)C(=O)N=NC(=O)N(C)C,-13%,0%,1%,10,-5,1%,2.6%,-4%,4%
CCc1nnc(SCc2cc(C)ccc2C)c2cc3sc(C)cc3n12,0%,-4%,4%,-7,8,0%,9.9%,-11%,-2%
Cc1ccc(SCc2c(C(=O)N/N=C/c3cccnc3)nnn2-c2nonc2N)cc1,-19%,-9%,-7%,-10,3,-3%,-0.7%,0%,-1%
O=c1/c(=C\c2ccc(F)cc2)sc2n1CCCN=2,-22%,3%[57.1 µM],0%,-3,-5,-11%,4.7%,9%,1%
CCOC(=O)N(C)S(=O)(=O)c1ccccc1[N+](=O)[O-],-7%,-19%,-1%,-5,-2,23%,0.8%,1%,-10%
CN1c2ccccc2Oc2nnc(Cl)cc21,-9%,56%,0%,-7,-2,7%,19%,3%,-6%
CC1(C)CC(=Cc2cc(O)ccc2[N+](=O)[O-])C(=O)c2ccccc21,-29%,x,-17%,-6,2,-17%,x,3%,-1%
C/C(=C(/CCO)SSCC1CCCO1)N(C=O)Cc1cnc(C)nc1N (configuration not stated),-9%,-4%,-3%,-7,-9,4%,1.2%,4%,-4%
CCOC(=O)N1CCN(C(=O)c2ccc(Cl)c(S(=O)(=O)Nc3ccccc3)c2)CC1,-3%,-8%,-1%,-8,0,-11%,-2.7%,5%,-6%
